CBFb RUNX1 block: CBF-beta/RUNX1 interaction disruption. Q01196+Q13951. AlphaScreen CBFb-His/RUNX1-biotin binding, biochemical. Potency, µM (doses to about 59.8 µM), inactives show at the highest dose activity, negative = inhibition, most hits filed as inhibitors. 230,000 tested, under 10 active; note: % of control where 0% means no effect
Target sequence (Q01196 whole entry, looked up): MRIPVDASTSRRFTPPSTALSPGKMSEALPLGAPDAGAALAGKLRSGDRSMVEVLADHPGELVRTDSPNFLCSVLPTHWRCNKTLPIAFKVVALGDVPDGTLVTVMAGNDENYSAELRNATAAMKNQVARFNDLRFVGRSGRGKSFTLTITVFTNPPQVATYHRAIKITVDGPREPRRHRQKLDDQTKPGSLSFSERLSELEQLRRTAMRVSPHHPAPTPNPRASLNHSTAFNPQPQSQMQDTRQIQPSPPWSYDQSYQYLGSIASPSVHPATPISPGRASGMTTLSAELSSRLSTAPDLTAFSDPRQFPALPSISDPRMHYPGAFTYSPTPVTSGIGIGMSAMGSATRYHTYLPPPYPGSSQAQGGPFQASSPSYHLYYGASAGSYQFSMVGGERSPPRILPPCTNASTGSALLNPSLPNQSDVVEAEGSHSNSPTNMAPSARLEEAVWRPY
Target sequence (Q13951 whole entry, looked up): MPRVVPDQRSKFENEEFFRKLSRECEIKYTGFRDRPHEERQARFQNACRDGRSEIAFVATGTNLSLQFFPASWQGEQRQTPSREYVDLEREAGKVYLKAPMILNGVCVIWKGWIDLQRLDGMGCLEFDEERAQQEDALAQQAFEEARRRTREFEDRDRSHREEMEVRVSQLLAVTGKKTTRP
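Compounds were screened at multiple concentrations against a preformed CBF-beta(His)/RUNX1(biotin) complex (30 nM of each) for 15 min at room temperature, followed by 90 min with nickel and streptavidin beads and AlphaScreen reading.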
HTT aggregate: inhibitors of mutant huntingtin aggregate formation in PC12 cells; PC12 HttQ103-GFP aggregates, Acumen cytometry, 40 h; 220,000 compounds, 1.1% hits; Potency, µM (top dose mostly 46.1 µM), for inactives: top-dose activity change, negative = inhibition, most hits filed as inhibitors; note: potency is the fitted concentration of half-maximal effect; % is set by controls: 0 for no effect and ±100 for the full control effect; nearly all actives have a fitted effect of over 60% in size
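PC12 cells stably carrying ecdysone-inducible HTT exon 1 Q103–GFP were induced with tebufenozide (100 nM final) and treated with library compounds in titration. GFP aggregates in lysates were counted by laser scanning cytometry.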
GAA glycogen: alters human alpha-glucosidase cleavage of glycogen. P10253. 300,000 compounds, 0.38% hits. Potency, µM (series often up to 76.4 µM), for inactives: at the top dose activity change, negative = inhibition, actives largely listed as inhibitors. recombinant GAA, glycogen substrate, Amplex Red glucose oxidase fluorescence;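 note: potency is the fitted concentration of half-maximal effect; 0% = full enzyme reaction and -100% = no-enzyme basal signal; the screen sought inhibitors and activators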
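qHTS, 1536-well; enzyme 4 nM final; cpd up to 77 uM; substrate bovine liver glycogen 30 ug; 50 mM citrate/phosphate pH 5.0, 0.01% Tween-20; 37 C, 40 min; Amplex Red detection 45 min RT; Hill fit → AC50.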
HTT cytoprotect: cytoprotection in Huntington HTT-Q103 PC12 cell model. AID 1471. 230,000 compounds, 0.14% hits. Potency, µM (series often up to 56.4 µM), for the others: cytoprotection (ATP increase), actives largely listed as activators. PC12 HTT-Q103 induced, cytoprotection, ATP luminescence, 40 h;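 note: potency is the fitted concentration of half-maximal effect; % of control where 0% means no effect; nearly all actives have a fitted effect of over 45% in size; toxic huntingtin expression switched on by the ecdysone agonist tebufenozide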
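Stable PC12 Q103-GFP cells in serum-supplemented, phenol red-free DMEM; induction by tebufenozide at 100 nM final; compound dose series; cell viability quantified luminescently from ATP.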
GAA inh: alpha-glucosidase (human) inhibition; P10253; purified human GAA, 4-MU-alpha-glucoside fluorescence; Potency, µM (series often up to 76.9 µM), for the others: at the highest dose activity change, negative = inhibition, usual class: inhibitors; 200,000 compounds, 0.005% hits;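 note: potency is the fitted concentration of half-maximal effect; plate controls were uninhibited enzyme wells for no effect and no-enzyme background for full effect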
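Endpoint fluorogenic read: 20 min room-temperature reaction of 4 nM human alpha-glucosidase with 400 uM 4-methylumbelliferyl-alpha-D-pyranoside, pH 5.0, quenched with 1M NaOH/1M glycine pH 10. AC50 from Hill modeling.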
Lamin A splicing: changes lamin A minigene splicing in HeLa cells; HeLa LMNA splicing GFP/RFP minigene ratio, 48 h; Potency, µM (series often up to 46.1 µM), without a hit: at the highest dose ratio change, negative = inhibition, actives largely listed as inhibitors; 200,000 compounds, 0.01% hits; AID 1487; active = well fitted inhibition curve with a large enough effect in the signal ratio, with a control signal flat, not every such curve was filed as active; inconclusive = small, poorly fitted or top-dose-only effect, or effect the other way, or a change in a side signal; the % refers to the signal ratio; note: potency is the fitted concentration of half-maximal effect; % is set by controls: 0 for no effect and ±100 for the full control effect
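S3 HeLa cells stably expressing lamin A-EGFP splicing minigene plus DsRed2, 600 cells/well, 48 h compound exposure at 37C. Laser-scanning cytometry; analysed as GFP (500-530 nm)/RFP (575-640 nm) total intensity ratio; 0.5% DMSO vehicle.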
aGlu spleen mod: inhibitors or activators of human alpha-glucosidase in spleen homogenate | P10253 | human spleen homogenate, 4-MU-alpha-glucoside fluorescence | Potency, µM (series often up to 79.9 µM), inactives show at the highest dose activity change, negative = inhibition, hits mostly inhibitors | 240,000 compounds, 0.006% hits | AID 2112;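 note: potency is the fitted concentration of half-maximal effect; 0% = enzyme with vehicle and -100% = no enzyme basal signal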
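Human spleen homogenate (1 ug) with 4-methylumbelliferyl-alpha-D-glucopyranoside (1 mM final) in 50 mM citrate/phosphate pH 5.0, 0.01% Tween-20; 40 min at 37 C. Stopped at pH 10; 4-MU fluorescence Ex 365/Em 440 nm; AC50 by Hill fit.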
* marks the source's active call; other numbers are inactive results; ? = inconclusive; / = not tested or not shown; [ ] = dose if it differs, or a comment. Unless noted, calls come from the whole dose curve; as a rule, active = well fitted curve in the direction sought with a large enough effect; inconclusive = small, poorly fitted or top-dose-only effect, or another doubt; inactive = no such curve, though single readings can be large; an effect the other way counts as inactive or inconclusive.

SMILES	CBFb RUNX1 block	HTT aggregate	GAA glycogen	HTT cytoprotect	GAA inh	Lamin A splicing	aGlu spleen mod
CCOC(=O)C1CCCN(c2c(NCC3CCCN3CC)c(=O)c2=O)C1 (stereo not drawn)	3.4%	8.7%	19.1%	-10.7%	-2.7%	-10.2%	-0.4%
CCc1nnc(NC(=O)c2ccc(S(=O)(=O)N(CC(C)C)CC(C)C)cc2)o1	-0.4%	11.8%	5.8%	-19.5%[10 µM]	?	?	-3.8%
CC(CCc1ccccc1)NC(=O)c1cccs1 (stereo not drawn)	4.4%	-11.9%	9.9%	-11.8%	6.5%	-2.5%[0.0737 µM]	-2.5%
O=S(=O)(c1ccc(F)cc1)N1CCN(Cc2ccccc2C(F)(F)F)CC1	5.2%	-27.8%	-5.8%	3.3%[10 µM]	?	-8.0%	0.2%
Cc1noc(C)c1COC(=O)C1(c2cccc(F)c2)CCCC1	15.8%	1.1%	1.2%	1.8%	-2.6%	?	-7.2%
COc1ccc(CNC(=S)Nc2ccccc2-c2ccccc2)cc1	-12.2%	-29.0%	-17.4%	-29.6%	-1.7%	?	0.1%
CC1CCCCC1NC(=O)COC(=O)c1ccc(N(C)C)cc1 (stereo not drawn)	-5.1%	4.3%	5.1%	4.0%	-10.5%	-9.1%	4.5%
CC(C)CC(=O)Nc1ncnc2c1C(=O)CC(C)(C)C2	4.6%	5.3%	2.4%	-35.0%	-3.4%	13.9%	-15.7%
CNc1nc(N(C)C)nc(N(C)C)n1	7.4%	-18.4%	-10.0%	5.4%[10 µM]	-4.2%[15.4 µM]	-4.0%	-2.3%
O=C(Cn1ncc2c(=O)oc3ccccc3c21)NC1CC1	1.8%	15.2%	-17.0%	2.0%	4.8%	6.7%	-16.2%
CCc1ccc(N(CC)c2ncnc3nc[nH]c23)cc1	5.3%	10µM*	12.6%	12.1%[10 µM]	7.0%	?	-11.8%
COc1ccc(CN2CCNC(=O)C2CC(=O)N(Cc2nccn2C)C(C)C)c(OC)c1 (stereo not drawn)	-7.3%	11.5%[9.22 µM]	2.7%	18.3%[10 µM]	/	/	3.7%
COC(=O)C1CCN(C(=O)c2sc3nc(-c4ccc(F)cc4)cn3c2C)CC1	-5.0%	5.5%	-6.4%	5.2%[10 µM]	-7.8%	-6.2%	7.6%
COc1ccc(OCC(=O)NCCCn2ccnc2)cc1	-25.7%	3.7%[9.22 µM]	?	2.8%[10 µM]	/	/	2.6%
CCOC(=O)c1[nH]c2ccc(C)cc2c1N	12.8%	-20.6%	?	-18.7%[10 µM]	0.4%	-13.4%	-4.1%
Cc1cc(C)n(-c2ccc(C(=O)Nc3nc4ccccc4s3)cc2)n1	14.9%	5.7%	13.5%	0.0%	-1.0%	-1.6%	-7.9%
CC(=O)N(Cc1c(C#N)c2ccccc2n1C)c1ccccc1	6.4%	11.1%	?	0.3%[10 µM]	7.1%	-14.7%	-1.6%
CCOC(=O)Cn1c(=NC(=O)C2COc3ccccc3O2)sc2cc(S(N)(=O)=O)ccc21 (stereo not drawn)	26.5%	-14.5%	6.8%	0.0%[10 µM]	-3.7%	-2.0%	-4.1%
CCN(CC)CC#CCC(C)(c1ccccc1)c1ccccc1	-2.8%	-9.6%	5.1%	-7.9%	-8.7%	12.2%	-3.0%
Cc1ccc2cccc(OCC(=O)NCc3ccco3)c2n1	0.6%	-19.1%	0.0%	-19.8%	0.3%	5.2%	-9.3%
OC1(CC#CCN2CCCCC2)c2ccccc2-c2ccccc21	5.0%	7.5%[9.22 µM]	9.6%	2.5%[10 µM]	/	/	2.1%
CC[C@@H](c1ccccc1)n1c(=O)n2n(c1=O)[C@H]1[C@H](O)[C@H]3O[C@@H]3/C(=N/OCC(C)C)[C@@H]1CC2	10.3%[13.1 µM]	/	/	-31.4%[inhibitor][10 µM]	/	/	-5.9%[17.4 µM]
COc1ccc(/C=C(/NC(=O)/C=C/c2ccccc2)C(=O)O)cc1	0.5%	-12.5%	-0.2%	-21.4%	3.3%	/	-10.2%
CCN=c1scc(C)n1/N=C/c1ccsc1	-17.2%	-2.9%	-3.3%	-13.4%	-6.2%	-2.4%	-7.4%
CNc1ncncc1-c1ccccc1C	/	/	/	3.3%	/	-0.9%	5.5%

Overlap with the part before: three compounds; new compounds follow.
SMILES	CBFb RUNX1 block	HTT aggregate	GAA glycogen	HTT cytoprotect	GAA inh	Lamin A splicing	aGlu spleen mod
COc1ccc(/C=C(/NC(=O)/C=C/c2ccccc2)C(=O)O)cc1	0.5%	-12.5%	-0.2%	-21.4%	3.3%	/	-10.2%
CCN=c1scc(C)n1/N=C/c1ccsc1	-17.2%	-2.9%	-3.3%	-13.4%	-6.2%	-2.4%	-7.4%
CNc1ncncc1-c1ccccc1C	/	/	/	3.3%	/	-0.9%	5.5%
O=C(c1ccc(COc2ccccc2Br)o1)N1CCN(c2ccccn2)CC1	-6.9%	7.3%	-3.9%	-21.7%	-4.2%	1.5%	-12.6%
COc1ccccc1NC(=O)CSc1c2c(nc3ccccc13)CCC2	-0.6%	35.5µM*	9.6%	-5.1%[10 µM]	-0.5%	?	3.7%
Cc1c(N=C2NC(=O)C(CC(=O)Nc3ccccc3)S2)c(=O)n(-c2ccccc2)n1C (stereo not drawn)	8.7%	-5.1%	-8.6%	23.0%[0.074 µM]	-8.9%	-3.3%	-6.7%
Cc1c(Cl)c([N+](=O)[O-])nn1CC(=O)NCC1CCCO1 (stereo not drawn)	-1.4%	8.3%[9.22 µM]	-1.7%	27.1%[10 µM]	5.5%	4.8%[46 µM]	3.9%
C/C(N)=C(/C#N)C(=O)CSc1nnc(Nc2cccc(C)c2)s1	-17.4%	-30.2%	-0.3%	16.0%[10 µM]	-2.9%	-8.1%	3.0%
NS(=O)(=O)c1ccc(CCNCC(=O)NC2CC2)cc1	8.2%	20.8%[9.22 µM]	0.7%	6.7%[10 µM]	-1.4%	-14.7%[46 µM]	-2.7%
COC(=O)c1c(NC(=O)Cn2nc(C(F)F)cc2C(F)F)sc(C)c1C	-0.3%	-1.6%	-6.3%	-11.6%	-1.9%	10.3%	?
O=C(CSc1ccccc1C(=O)O)NCC1CCCCC1	9.8%	24.2%	10.2%	/	2.2%	/	-2.8%
Cc1ccc(S(=O)(=O)Oc2ccc(N3C(=O)C4C5CCC(C5)C4C3=O)cc2)cc1 (stereo not drawn)	1.9%	-8.5%	6.3%	4.6%	-4.3%	?	/
COc1ccc(Cn2nnnc2C(C(C)C)N(Cc2ccco2)Cc2cccs2)cc1 (stereo not drawn)	4.2%	?	-5.8%	10.6%[10 µM]	-1.2%	?	-1.1%
COc1ccc(/C=N/NC(=O)c2ccncc2)cc1CN1CCOCC1	6.9%	-8.1%[9.22 µM]	-3.1%	-6.7%[10 µM]	/	/	-6.1%
COC(=O)c1ccc(/C=C(\C#N)c2ccccn2)cc1	7.6%	-1.3%	-10.5%	-40.3%	?	/	0.9%
C=CCOC(=O)N[C@H](/C(C(=O)OC)=C(\C)NCc1ccccc1)c1ccc(C)cc1	0.1%	/	/	-4.3%	/	/	-8.5%
CC1(C)NC(=O)NC2(C)NC(=O)NC(C)(C)C12 (stereo not drawn)	9.7%	3.5%	-6.2%	8.5%	0.5%	-3.8%	7.9%
Cc1ccc(-c2nnc(N3CCN(C(=O)COc4ccccc4)CC3)c3ccccc23)cc1	-18.5%	4.5%[9.22 µM]	-2.3%	-57.3%[inhibitor]	-11.0%	9.0%	-8.6%
COc1cccc(NC(=S)NCCCN2CCOCC2)c1	3.9%	-2.7%	10.5%	18.6%[0.074 µM]	0.8%	2.1%	-4.9%
Cn1nc(-c2ccc(Cl)cc2)c2cc(C(=O)NCc3ccco3)sc21	1.7%	20µM*	-0.9%	-26.2%	-9.0%	?	-2.7%
CN(Cc1cnn(-c2ccc(F)cc2)c1)Cc1nc(Cc2ccccc2)no1	1.9%	-4.0%[9.22 µM]	-7.4%	-48.7%[inhibitor][10 µM]	-0.7%	/	2.4%
CC1(C)COC(c2cccn2Cc2ccccc2Cl)=N1	2.1%	?	14.5%	2.4%	-6.7%	7.5%	0.6%
COc1ccc(CN2CC(C(=O)NCc3cccc(OC)c3)CC2=O)cc1 (stereo not drawn)	11.0%	0.8%	3.2%	-26.6%	6.5%	13.6%	-1.6%
CC(=O)c1ccc(NC(=S)NCC(c2ccco2)N2CCCC2)cc1 (stereo not drawn)	-2.2%	3.1%	-9.1%	-25.3%	-4.0%	/	0.5%
Cc1ccc(CSCC(=O)NCCc2ccccc2)cc1	3.8%	-16.9%	1.3%	-25.1%	1.5%	/	-18.2%
Cc1ccc(S(=O)(=O)NCCCOC(=O)Nc2ccncc2)cc1	0.0%	-17.3%	-4.1%	-10.9%	-3.6%	?	-3.1%
O=C1C(CSCc2ccccc2)NC(=S)N1c1ccccc1 (stereo not drawn)	-7.8%	15.7%[9.22 µM]	?	-12.0%[10 µM]	/	/	-3.0%
Cc1cccc(NC(=S)Nn2cnnc2)c1C	-0.2%	/	-24.2%	/	?	/	-0.1%
CCCOc1ccc(/C(O)=C2/C(=O)C(=O)N(CCN(C)C)C2c2ccco2)cc1 (stereo not drawn)	7.2%	-7.4%	9.4%	4.5%	0.9%	8.9%	0.6%
CC(C)Nc1ccc(C(CC(N)=O)NC(=O)Cc2cccc3ccccc23)cc1[N+](=O)[O-] (stereo not drawn)	9.5%	-29.7%[9.22 µM]	-7.3%	-18.5%[10 µM]	/	/	7.8%
N#Cc1nc(-c2ccc(OCc3ccccc3Cl)cc2)oc1NCCCn1ccnc1	/	21.1%	-8.5%	-17.4%[0.074 µM]	-0.4%	?	0.0%
CCC1N=C(SC)NC(C)=C1C(=O)c1ccccc1 (stereo not drawn)	6.5%	9.1%	2.3%	-20.5%	2.1%	/	-1.4%

Two entries picked at random from those above, as already listed:
SMILES	CBFb RUNX1 block	HTT aggregate	GAA glycogen	HTT cytoprotect	GAA inh	Lamin A splicing	aGlu spleen mod
Cc1ccc(S(=O)(=O)NCCCOC(=O)Nc2ccncc2)cc1	0.0%	-17.3%	-4.1%	-10.9%	-3.6%	?	-3.1%
CCCOc1ccc(/C(O)=C2/C(=O)C(=O)N(CCN(C)C)C2c2ccco2)cc1 (stereo not drawn)	7.2%	-7.4%	9.4%	4.5%	0.9%	8.9%	0.6%
